# Mito fusion yeast: qHTS Assay for Small Molecule Inhibitors of Mitochondrial Division or Activators of Mitochondrial Fusion; Potency, µM (highest dose often 46.1 µM), for inactives: at the top dose growth rescue (activation), usual class: activators; S. cerevisiae fusion-defective mutant growth rescue, CellTiterGlo 48 h; 320,000 tested, 0.23% active; AID 485298, 2010;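 note: potency is the fitted concentration of half-maximal effect; % of control where 0% means no effect; nearly all actives have a fitted effect of over 45% in size; temperature-sensitive fusion mutants such as fzo1-1 at 37 °C on non-fermentable ethanol glycerol medium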
#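 Read-out: ATP-based luminescence (CellTiterGlo, 10 min ambient) reporting growth of fusion-defective ts yeast after 48 hours at 37C on glycerol/ethanol YPEG medium in the presence of compound.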
# TSHR antagonist: Antagonists of the Thyroid Stimulating Hormone Receptor: HTS campaign; Thyrotropin receptor (Homo sapiens), P16473; TSHR-expressing cells, TSH-stimulated cAMP HTRF, 2 h; hits give low values; activity change, negative = inhibition, % at 11.5 µM; 330,000 tested, 0.2% active; AID 504810, 2011;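 active = activity change below a set negative limit, meaning inhibition stronger than a set level, cut at about -70% in these data; inconclusive = activity change between two set negative limits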; note: % is set by controls: 0 for no effect and ±100 for the full control effect
#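 Cell-based HTRF cAMP assay; TSHR cells + compound, TSH EC80 (4nM final), 2 h, 37 deg C. Lysis with anti-cAMP cryptate and cAMP-d2, 30 min RT, read 665/620 nm.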
# PTAP TSG101 blk: qHTS Assay for Iinhibitors of HIV-1 Budding by Blocking the Interaction of PTAP/TSG101; Potency, µM (doses to about 115 µM), for inactives: top-dose activity change, negative = inhibition, usual class: inhibitors; 340,000 tested, under 10 active; Tumor susceptibility gene 101 protein (Homo sapiens), Q99816; Fluorescence polarization, FITC-PTAP peptide / Tsg101 binding; active = well fitted inhibition curve with a large enough effect in the main read-out, with a control signal flat, not every such curve was filed as active; inconclusive = small, poorly fitted or top-dose-only effect, or effect the other way, or a change in a side signal; inactive = no such curve, though single readings can be large or run the other way; note: potency is the fitted concentration of half-maximal effect; % of control where 0% means no effect
#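 Steps: Tsg101 binding domain dispensed (10 uM final), compounds pinned in DMSO, FITC-labeled PTAP-motif peptide added (50 nM final); after 20 min binding at room temperature, polarization measured.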
# Tb PFK inh: qHTS Assay to Find Inhibitors of T. brucei phosphofructokinase; ATP-dependent 6-phosphofructokinase (Trypanosoma brucei brucei), O15648; Potency, µM (doses to about 57.5 µM), inactives show at the highest dose activity, negative = inhibition, actives largely listed as inhibitors; T. brucei PFK, ADP-Glo luminescence; 330,000 tested, 0.17% active;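 note: potency is the fitted concentration of half-maximal effect; 0% = uninhibited 1x PFK enzyme wells and -100% = no-enzyme wells; nearly all actives have a fitted effect of over 60% in size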
#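 Compounds were pin-transferred as a titration series up to 57 uM into substrate buffer (0.5 mM F6P, 0.1 mM ATP, pH 8.0), then 1.25 nM PFK was added and reactions ran 45 min before ADP-Glo detection.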
# TCR act: Activators of T cell receptors: qHTS campaign. Potency, µM (doses to about 9.22 µM), for inactives: top-dose activation of IL-2 secretion, hits mostly activators. 330,000 tested, under 10 active. primary human leukocytes, anti-CD3, IL-2 HTRF, 48 h. AID 504894, 2011; note: % of control where 0% means no effect
#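 Human primary leukocytes + a-CD3 beads + cpd, 48 hr; IL-2 in supernatant by HTRF (ex 320nm / em 665nm). No co-stimulatory signal supplied.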
# B2AR arrestin: qHTS assay of beta-arrestin-biased ligands of beta2-adrenergic receptor; beta-arrestin recruitment to beta2AR, cell-based reporter; Potency, µM (top dose mostly 46.1 µM), for inactives: at the top dose activation, usual class: activators; 330,000 tested, 0.02% active; AID 492947, 2010;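 note: potency is the fitted concentration of half-maximal effect; 0% = DMSO controls and full agonism = EC100 isoproterenol or metaproterenol; nearly all actives have a fitted effect of over 65% in size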
# Target sequence (P07550 whole entry, looked up): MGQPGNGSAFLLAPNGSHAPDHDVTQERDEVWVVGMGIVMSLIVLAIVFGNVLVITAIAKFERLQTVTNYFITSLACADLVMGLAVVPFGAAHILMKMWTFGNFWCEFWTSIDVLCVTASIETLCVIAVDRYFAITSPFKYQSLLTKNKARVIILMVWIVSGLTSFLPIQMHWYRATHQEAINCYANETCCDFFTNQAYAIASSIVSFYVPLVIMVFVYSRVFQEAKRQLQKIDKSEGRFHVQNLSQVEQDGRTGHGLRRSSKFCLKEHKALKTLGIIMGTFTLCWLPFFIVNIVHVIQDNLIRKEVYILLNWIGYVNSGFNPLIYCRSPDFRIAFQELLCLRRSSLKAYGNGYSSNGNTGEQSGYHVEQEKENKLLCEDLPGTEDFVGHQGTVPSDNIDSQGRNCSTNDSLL
# uPA surface inh: qHTS for Inhibitors of Cell Surface uPA Generation; cell surface uPA generation assay, qHTS; Potency, µM (highest dose often 38.3 µM), for inactives: top-dose activity change, negative = inhibition, actives largely listed as inhibitors; 330,000 tested, 0.31% active; AID 540303, 2011; active = well fitted inhibition curve with a large enough effect; inconclusive = small, poorly fitted or top-dose-only effect; inactive = no such curve, though single readings can be large or run the other way; tested in mouse RAW 264.7 cells; note: potency is the fitted concentration of half-maximal effect; % is set by controls: 0 for no effect and ±100 for the full control effect; nearly all actives have a fitted effect of over 55% in size
# BCR signal inh: qHTS Assay to Find Inhibitors of Chronic Active B-Cell Receptor Signaling | ABC-DLBCL IkBa-CBG/CBR reporter, luminescence ratio, 4 h | Potency, µM (series often up to 46.1 µM), for the others: at the highest dose ratio change, negative = lower green/red ratio, actives largely listed as inhibitors | 340,000 tested, 0.05% active | AID 493014, 2011; active = well fitted inhibition curve with a large enough effect in the signal ratio, with a control signal flat, not every such curve was filed as active; inconclusive = small, poorly fitted or top-dose-only effect, or effect the other way, or a change in a side signal; the % refers to the signal ratio;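 note: potency is the fitted concentration of half-maximal effect; plate controls were basal doxycycline-induced cells for no effect and cells given 10 µM MG132 for full effect; MG132 reads +100%, hits lower the ratio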
#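 TMD8 ABC-DLBCL cells carrying doxycycline-inducible green luciferase fused to IkappaBalpha plus unfused red luciferase were exposed to compounds (up to 46 uM) for 4 hrs at 37C. Activity came from the overlap-corrected green/red luminescence ratio.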
# Eya2 inh: qHTS Assay for Inhibitors of the Phosphatase Activity of Eya2; 330,000 tested, 0.006% active; recombinant Eya2, OMFP fluorescence dephosphorylation (OMFP is methylfluorescein phosphate); AID 488837, 2010; Protein phosphatase EYA2 (Homo sapiens), O00167; Potency, µM (highest dose often 76.9 µM), for the others: at the highest dose activity, negative = inhibition, most hits filed as inhibitors; note: potency is the fitted concentration of half-maximal effect; % is set by controls: 0 for no effect and ±100 for the full control effect
# Target sequence (O00167 whole entry, looked up): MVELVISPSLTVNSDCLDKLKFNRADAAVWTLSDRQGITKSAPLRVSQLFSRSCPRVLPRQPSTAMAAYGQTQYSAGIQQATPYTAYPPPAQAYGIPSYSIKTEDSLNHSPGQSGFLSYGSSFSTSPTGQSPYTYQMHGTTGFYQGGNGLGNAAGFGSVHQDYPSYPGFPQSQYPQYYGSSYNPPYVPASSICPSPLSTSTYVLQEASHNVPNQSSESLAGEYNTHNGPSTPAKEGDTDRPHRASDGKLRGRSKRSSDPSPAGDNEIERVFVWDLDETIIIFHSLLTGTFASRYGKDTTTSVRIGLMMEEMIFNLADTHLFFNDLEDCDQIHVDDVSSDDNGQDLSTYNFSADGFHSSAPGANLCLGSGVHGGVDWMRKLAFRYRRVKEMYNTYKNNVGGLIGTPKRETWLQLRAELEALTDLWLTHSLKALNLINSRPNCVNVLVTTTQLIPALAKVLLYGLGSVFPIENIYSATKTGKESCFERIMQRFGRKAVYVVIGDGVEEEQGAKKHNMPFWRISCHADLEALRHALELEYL
#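 Eya2 protein (added as 0.2 uM solution) was preincubated with compound for 10 min at ambient temperature in 50 mM HEPES pH 7.5, 50 mM NaCl, 5 uM MgCl2, 0.05% BSA, 1 mM DTT. OMFP (added at 50 uM) then reacted 10 min; fluorescence read at 485/525 nm.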
# USP2a block: qHTS Assay for Inhibitors of Ubiquitin-specific Protease USP2a Using CHOP2 as the Reporter; Ubiquitin carboxyl-terminal hydrolase 2 (Homo sapiens), O75604; USP2 core, Ub-CHOP2 coupled fluorogenic reporter, 485/531; Potency, µM (series often up to 38.3 µM), inactives show at the top dose activity change, negative = inhibition, actives largely listed as inhibitors; 330,000 tested, 0.01% active;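 note: potency is the fitted concentration of half-maximal effect; plate controls were DMSO wells for no effect and full inhibition by NEM control for full effect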
#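 Cell-free coupled assay: 10nM USP2 core preincubated 30min RT with compound in Tris-HCl pH 8.0/CaCl2/CHAPS buffer, then 25nM Ub-CHOP2 and 25nM reporter substrate; fluorescence (Ex 485/Em 531) read after 60min RT, normalized to NEM inhibition, concentration-response curves fitted.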
# ELG1 DNA repair: qHTS screen for small molecules that inhibit ELG1-dependent DNA repair in human embryonic kidney (HEK293T) cells expressing luciferase-tagged ELG1. Potency, µM (top dose mostly 46.1 µM), without a hit: at the top dose activity change, negative = inhibition, actives largely listed as inhibitors. HEK293T ELG1-luciferase reporter, luminescence, 16 h; DNA damage induced by 5-fluorouridine. AID 504467, 2011. 330,000 tested, 2.3% active; note: potency is the fitted concentration of half-maximal effect; % is set by controls: 0 for no effect and ±100 for the full control effect; nearly all actives have a fitted effect of over 55% in size
#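 5-Fluorouridine DNA damage + compound/DMSO, 2,000 cells/well, 16 h, 37 °C/5% CO2. ONE-Glo, 30 min RT, luminescence. Readout = decrease in reporter signal.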
# * = called active by the depositor; ? = inconclusive; · = no result given; [ ] = another dose, or the depositor's remark. Unless noted, calls come from the whole dose curve; as a rule, active = well fitted curve in the direction sought with a large enough effect; inconclusive = small, poorly fitted or top-dose-only effect, or another doubt; inactive = no such curve, though single readings can be large; an effect the other way counts as inactive or inconclusive.
SMILES,Mito fusion yeast,TSHR antagonist,PTAP TSG101 blk,Tb PFK inh,TCR act,B2AR arrestin,uPA surface inh,BCR signal inh,Eya2 inh,USP2a block,ELG1 DNA repair
CCc1cc(CNC(=O)CC2C(=O)NCCN2Cc2ccccc2C(F)(F)F)on1 (configuration not stated),-3%,5,-8%,-4%,8%,0.1%,2%,-2%,13%,2%,2%
CCn1cc(CN2CCC(C(=O)Nc3cccc(-c4cccc(Cl)c4)c3)CC2)cn1,-2%,11,-4%,-20%,5%,0.5%,-6%,?,-8%,-4%,-3%
Cc1cc(C(=O)CCC(=O)N2CCN(c3ccccc3O)CC2)c(C)s1,2%,-4,-5%,0%,4%,-0.1%,-17%,-8%,-16%,3%,-28%
CSc1ccc(CNC(=O)C2CCC(=O)N(Cc3cccc(F)c3)C2)cc1 (configuration not stated),·,19,·,0%,·,-0.1%,6%,7%,13%,1%,-7%
COc1ccccc1C(=O)N(C)CC(=O)Nc1ccc(N2CCOCC2)cc1,-4%,-3,3%,-7%,·,-2.1%,7%,-4%,2%,2%,20%
CC(Nc1ccc(Br)cc1)C(=O)N/N=C/c1ccccc1OCc1ccccc1 (configuration not stated),-1%,-13,-1%,4%,1%,3.1%,0%,?,10%,-1%,-6%
CCn1c(=O)cc(OCC(=O)Nc2ccc(OC)c(OC)c2)c2ccccc21,1%,-8,0%,0%,2%,-1.1%,1%,?,3%,1%,1%
CC(=O)Oc1ccc(C(=O)Cc2ccc3ccccc3n2)c(O)c1C,-11%,-3,13%,5%,6%[46.1 µM],0.3%,?,2%,6%,0%,?
Cc1ccc(C(=O)NCC(=O)NCC(=O)OCC(=O)c2ccc(Br)cc2)cc1,-7%,3,-2%,2%,-2%[46.1 µM],0.4%,-2%,?,1%,-1%,7%
CCN(C[C@H]1N[C@@](C)(C(=O)OC)[C@H]2C(=O)N(Cc3ccccc3)C(=O)[C@@H]12)C(=O)c1ccc(C)cc1,·,-3,-7%,-6%,3%,-0.7%,6%,2%,2%,1%,?

# Filtered by structure: the entries above with four or more nitrogen atoms (two)
SMILES,Mito fusion yeast,TSHR antagonist,PTAP TSG101 blk,Tb PFK inh,TCR act,B2AR arrestin,uPA surface inh,BCR signal inh,Eya2 inh,USP2a block,ELG1 DNA repair
CCc1cc(CNC(=O)CC2C(=O)NCCN2Cc2ccccc2C(F)(F)F)on1 (configuration not stated),-3%,5,-8%,-4%,8%,0.1%,2%,-2%,13%,2%,2%
CCn1cc(CN2CCC(C(=O)Nc3cccc(-c4cccc(Cl)c4)c3)CC2)cn1,-2%,11,-4%,-20%,5%,0.5%,-6%,?,-8%,-4%,-3%

# Carrying on.
SMILES,Mito fusion yeast,TSHR antagonist,PTAP TSG101 blk,Tb PFK inh,TCR act,B2AR arrestin,uPA surface inh,BCR signal inh,Eya2 inh,USP2a block,ELG1 DNA repair
COC(=O)c1ccc(CSc2ncnc3c2nnn3-c2ccc(F)cc2)o1,0%,-12,0%,0%,-1%,0.0%,-2%,1%,15%,0%,6%
O=c1c2cn[nH]c2[nH]c(=S)n1-c1cccc2ccccc12,7%,-3,6%,-8%,-19%,-0.8%,2%,4%,5%,2%,-6%
CN1/C(=C\C(=O)c2ccccc2Cl)c2ccccc2CC1(C)C,8%,-1,-2%,-2%,2%,-0.6%,1%,1%,3%,0%,?
CCOC(=O)c1cnc(SCC(=O)Nc2sc(C)c(C)c2C#N)nc1N,0%,-3,-6%,-2%,·,-0.7%,-2%,-1%,1%,-1%,-3%
Cc1ccc(S(=O)(=O)C2C(=O)N(C)C3(C)CC2c2ccccc2O3)cc1C (configuration not stated),11%,0,-2%,0%,-4%[46.1 µM],-0.3%,6%,-7%,-2%,1%,4%
O=C(NC1CC2CCCC(C1)N2C(=S)Nc1ccccc1Cl)C1CC1 (configuration not stated),-1%,-1,0%,1%,0%,-0.3%,-1%,0%,3%,0%,2%
Cc1ccc(-n2cnc3cc(NCc4cccs4)ccc32)cc1,2%,-8,-1%,-9%,-3%,-0.1%,-2%,?,-26%,1%,?
COc1cc(/C=N/N(C)C)ccc1OC(=O)c1ccco1,-7%,-4,0%,0%,4%,-0.2%,-2%,4%,8%,1%,-2%
Cc1cccc(N/C(N)=N/c2nc(C)c(Cc3ccccc3)c(=O)[nH]2)c1,-11%,-6,0%,0%,1%,-0.1%,·,?,11%,2%,-8%
COc1ccccc1C(=O)NC(=O)COC(=O)c1nccnc1N,·,-14,-3%,-3%,-2%,-0.1%,8%,-12%,-3%,-1%,20%
O=c1c2cc([N+](=O)[O-])cc([N+](=O)[O-])c2[nH]n1-c1ccccc1,-21%,-10,-6%,-11%,-4%,-0.5%,-10%,?,-6%,-4%,-3%
O=S(=O)(Nc1cc(Cl)ccn1)c1ccc(Cl)cc1,3%,2,-10%,0%,-1%,-0.1%,·,11%,2%,0%,-2%
CN1CCN(CCN2CCn3c2nc2ccccc23)CC1,-7%,18,0%,-5%,-2%,0.4%,-1%,3%,11%,0%,20%
CCCc1ccc(C(=O)N2CCN(c3ccccc3OCC)CC2)cc1,22%,-2,-3%,-4%,5%,-0.1%,·,0%,-25%,3%,-11%
COc1ccccc1N(C)S(=O)(=O)c1ccc(C(=O)Nc2nc(C)c(C(C)=O)s2)cc1,2%,-18,-2%,-1%,·,-0.8%,-7%,0%,4%,0%,?
CC1Cc2ccccc2N1C(=O)CSc1nccc(=O)[nH]1 (configuration not stated),4%,-4,-5%,1%,1%,0.1%,5%,7%,-6%,-1%,7%
Cc1cc(C)cc(NC(=O)CCC(=O)Nc2nnc(C(F)(F)F)s2)c1,0%,-4,-4%,-5%,11%,-0.1%,10%,?,7%,-1%,-2%
O=C(CCc1ccccc1)N1CCCN(C(=O)CCc2ccccc2)CC1,1%,0,-1%,0%,-4%[46.1 µM],-0.3%,-2%,1%,-2%,2%,-15%
CCOC(=O)CNC(=O)CSc1nc(Cc2cccs2)nc2ccccc12,6%,11,-8%,-3%,-16%,-1.3%,-6%,-1%,9%,-1%,-5%
CCOC(=O)/C(C#N)=C/Nc1ccccc1NS(=O)(=O)c1ccc(C)c(C)c1,1%,5,0%,0%,0%,-0.4%,13%,5%,-23%,2%,-3%
CS(=O)(=O)Nc1cccc(C2=NN(C(=O)CCC(=O)O)C(c3cccs3)C2)c1 (configuration not stated),5%,-2,-5%,8%,-5%,0.4%,6%,1%,-29%,0%,-1%
O=C(CCc1nnc2ccc(N3CCC4(CC3)OCCO4)nn12)Nc1ccc(F)cc1,-7%,17,0%,2%,0%,0.3%,0%,-13%,8%,2%,7%
COc1cc(/C=C/C(=O)OCC(=O)N2CCN(S(=O)(=O)c3ccc(C)cc3C)CC2)cc(Cl)c1OC,12%,11,-1%,-12%,2%,-0.3%,-21%,?,7%,-1%,?
O=C(CSCC(=O)Nc1ccccc1)N/N=C/c1c(O)ccc2ccccc12,2%,-4,2%,-7%,3%,-1.0%,·,?,-8%,-8%,?
CCCCn1c(=NC(=O)c2cccnc2)c(C(=O)OCC)cc2c(=O)n3ccccc3nc21,14%,-1,-3%,0%,1%,-0.5%,-1%,17%,3%,1%,?
O=C(O)c1cc(S(=O)(=O)Nc2ccc(OCc3ccccc3)cc2)ccc1Br,1%,-9,-5%,2%,1%,0.1%,2%,-5%,0%,-1%,?
CC(C)(C)C(=O)N/C(N)=N/c1nc2ccccc2o1,-1%,-7,-4%,2%,-3%,0.5%,-8%,?,-5%,-1%,?

# Screens (PubChem BioAssay)

# Outcome played no part in choosing rows; overall some 3% were active at least once.
